High-throughput results: PubChem BioAssay, Broad Institute
Pf Dd2 growth: blocks growth of Plasmodium falciparum Dd2 parasites. P. falciparum Dd2 growth, SYBR Green, 72 h; hits give low values. activity change, % at 10 µM. 94,000 tested, 2.3% active; in the data active means activity change below about -80%
Tcruzi prolif: blocks T. cruzi growth in NIH3T3 culture; T. cruzi beta-gal in NIH3T3, GalScreen luminescence, 90 h; inhibition, % at 8.34 µM; 77,000 tested, 5.9% active; AID 624255;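 active means mean inhibition above about 93%, with at least 55% of replicates each passing it, limit read from the data, passing the limit was not always enough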
C diff HTS: C. difficile growth inhibition; Clostridium difficile clinical isolate growth, OD600, 24 h; hits give low values; growth activity, negative = inhibition, % at 16 µg/mL (by protocol); 86,000 tested, 0.25% active;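 active means mean growth activity at or below -80% and every replicate also at or below -80%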;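 further: 0% = DMSO wells and -100% = levofloxacin 16 µg/mL wells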
KDM4C inh: KDM4C (human) demethylase inhibition. Q9H3R0. GST-KDM4C 2-372, H3K9me3 peptide, LANCE TR-FRET. inhibition, % at 12.5 µM. 96,000 tested, 0.15% active;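 active means mean replicate inhibition above about 25%, with at least 55% of replicates also reaching it, limit read from the data, passing the limit was not always enough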
Target sequence (Q9H3R0 2-372 limits assumed): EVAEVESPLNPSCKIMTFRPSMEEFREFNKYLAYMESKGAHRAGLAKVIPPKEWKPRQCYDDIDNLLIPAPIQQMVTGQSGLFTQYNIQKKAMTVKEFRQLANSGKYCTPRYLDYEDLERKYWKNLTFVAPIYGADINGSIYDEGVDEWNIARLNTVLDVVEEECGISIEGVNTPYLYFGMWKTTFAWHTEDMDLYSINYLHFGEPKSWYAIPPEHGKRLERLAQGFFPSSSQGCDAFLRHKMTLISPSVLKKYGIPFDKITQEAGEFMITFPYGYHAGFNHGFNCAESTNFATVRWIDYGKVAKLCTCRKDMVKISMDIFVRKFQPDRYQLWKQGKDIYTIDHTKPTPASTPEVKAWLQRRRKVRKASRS
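Material: GST-tagged GASC-1 (JMJD2C) catalytic fragment, aa 2-372. Input: enzyme final amount 10 nM. Medium: HEPES buffer, pH 7.5, plus ascorbate. Reagent: H3K9me3 peptide substrate, Fe(II), 2-oxoglutarate. Doses: single dose. Times: reaction 30 min RT, detection step 1 h RT. Measured by: LANCE TR-FRET. Evaluation: Fall in 671/618 emission ratio as inhibition.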
Active calls of the source: *; nt = no result given; & = joins results of further samples.

Second line of a record – Pf Dd2 growth | Tcruzi prolif | C diff HTS | KDM4C inh
- O=C(NC[C@@H]1[C@@H](c2ccccc2)[C@H](CO)N1C(=O)Cc1cccnc1)C1CC1
    0 | 95 | -3 | 1.7
- CCNC(=O)[C@H]1[C@H](CO)[C@H]2Cn3c(ccc(-c4ccccc4)c3=O)[C@@H]1N2C(=O)CC1CC1
    6 | nt | -10 | -1.4
- C[C@@H]1CN([C@@H](C)CO)C(=O)c2cc(NC(=O)C3CC3)ccc2O[C@H]1CN(C)Cc1ccc(-c2ccccc2)cc1
    -51 | 61 | -7 | 3.1
- CN1C[C@@H](O)COC[C@H]2O[C@H](CC(=O)N3CCN(c4ccccc4)CC3)CC[C@@H]21
    2 | 2 | -6&-7 | 4.4
- CCS(=O)(=O)NCC[C@@H]1CC[C@@H](NS(=O)(=O)c2ccccc2C)[C@H](CO)O1
    -11 | 17 | -2 | -0.5
- C[C@H](CO)N1C[C@H](C)[C@@H](CN(C)C(=O)C2CCOCC2)Oc2ncc(C#Cc3ccccc3F)cc2C1=O
    -11 | 40 | -4 | nt
- C[C@H]1CN([C@@H](C)CO)C(=O)c2cc(C#Cc3ccccc3F)cnc2O[C@@H]1CN(C)C(=O)C1CCCCC1
    -85* | nt | 0 | -0.6
- O=C(C[C@@H]1C=C[C@@H](NC(=O)c2ccccc2)[C@@H](CO)O1)NCc1ccncn1
    42 | -57 | nt | 0.2
- CCC(=O)Nc1ccc2c(c1)OC[C@H](C)N(Cc1cccnc1)C[C@@H](C)[C@H](OC)CN(C)C2=O
    28 | 30 | nt | 0.3
- CN1CCN(C(=O)C[C@@H]2C[C@@H]3c4cc(NC(=O)C5CCOCC5)ccc4O[C@@H]3[C@H](CO)O2)CC1
    -7 | -21 | -3 | -1.6
- C[C@H]1CN([C@@H](C)CO)C(=O)c2cc(C#CCc3ccccc3)cnc2O[C@H]1CN(C)C(=O)Cc1cccnc1
    -9 | 71 | 1 | 2.3
- C[C@@H]1CCCCO[C@@H](CN(C)C(=O)Cc2ccccc2)[C@H](C)CN([C@H](C)CO)C(=O)c2cc(NC(=O)Nc3ccccc3)ccc2O1
    -37 | 16 | nt | 2.2
- COCC(=O)N(C)C[C@@H]1Oc2ncc(C#CC3(O)CCCC3)cc2C(=O)N([C@H](C)CO)C[C@H]1C
    14 | 3 | -3 | 12
- COc1ccc(S(=O)(=O)Nc2ccc3c(c2)C(=O)N([C@H](C)CO)C[C@@H](C)[C@@H](CN(C)C(=O)Nc2ccc(F)cc2)O3)cc1
    7 | 34 | -7 | -1.9
- COc1ccc2c3c(n(C)c2c1)[C@@H](CO)N(C(=O)Cc1ccccn1)CC31CN(CC2CCCC2)C1
    -19 | nt | 8 | 0.2
- CNC[C@@H]1OCCCC[C@H](C)Oc2ccc(NS(=O)(=O)c3ccc(C)cc3)cc2C(=O)N([C@@H](C)CO)C[C@H]1C
    23 | 78 | -3 | -0.9
- C[C@@H]1CN([C@@H](C)CO)C(=O)c2cccc(N(C)C)c2O[C@H]1CN(C)C(=O)Nc1ccccc1
    0 | 41 | -2 | 1.4
- O=C(Nc1ccc(F)cc1)N1CC(=O)N2[C@H](CO)[C@H](c3ccc(-c4ccccc4)cc3)[C@@H]2C1
    -32 | nt | -4 | 2.2
- C[C@@H]1CCCCO[C@@H](CN(C)C(=O)Nc2ccc(C(F)(F)F)cc2)[C@H](C)CN([C@@H](C)CO)C(=O)c2cc(NS(=O)(=O)c3cccs3)ccc2O1
    -25 | 94 | 6 | 12
- C[C@H](CO)N1C[C@H](C)[C@@H](CN(C)S(C)(=O)=O)Oc2ncc(C#Cc3ccc(F)cc3)cc2C1=O
    -7 | -2 | -3 | 0.4
- COc1ccc(S(=O)(=O)N[C@@H]2CC[C@H](CCNC(=O)c3ccccc3F)O[C@@H]2CO)cc1
    -17 | -60 | 1 | -1.4
- C[C@@H]1CN([C@H](C)CO)C(=O)CCCn2cc(nn2)CO[C@@H]1CN(C)C(=O)Nc1ccc(-c2cccs2)cc1
    -8 | -7 | nt | -1.0
- C[C@@H]1CN([C@@H](C)CO)C(=O)c2cc(NS(=O)(=O)c3cccs3)ccc2O[C@@H]1CN(C)S(=O)(=O)c1ccc(F)cc1
    0 | 62 | -3 | -1.4
- Cc1noc(C)c1NC(=O)N(C)C[C@H]1Oc2ccc(NC(=O)Cc3ccccc3)cc2C(=O)N([C@H](C)CO)C[C@H]1C
    6 | 24 | -2 | 1.6
- CC(C)C#Cc1ccc([C@H]2[C@H]3CN(C(=O)Cc4ccccc4)CC(=O)N3[C@H]2CO)cc1
    -19 | nt | 3 | 0.4
- COc1ccc2c3c([nH]c2c1)[C@@H](CO)N(C(=O)C1CCCC1)CC31CN(Cc2nccs2)C1
    -4 | nt | -1 | 0.0
- C/C=C/c1cnc2c(c1)C(=O)N([C@H](C)CO)C[C@H](C)[C@H](CN(C)Cc1ccccc1)O2
    18 | 16 | 9 | -1.9
- CO[C@H]1CN(C)C(=O)c2cc(NC(=O)C3CCC3)ccc2OC[C@@H](C)N(Cc2nccs2)C[C@H]1C
    nt | -6 | nt | -0.5
- CC(C)NC(=O)N(C)C[C@H]1Oc2ccc(NC(=O)Cn3cnnn3)cc2CC(=O)N([C@@H](C)CO)C[C@@H]1C
    21 | -3 | -2 | 1.1
- CO[C@H]1CN(C)C(=O)c2ccc(NC(C)=O)cc2OC[C@@H](C)N(Cc2ccccn2)C[C@H]1C
    10 | -29 | nt | 0.4
- C[C@H](CO)N1C[C@H](C)[C@@H](CN(C)S(=O)(=O)c2ccc(F)cc2)Oc2ccc(NS(=O)(=O)c3cn(C)cn3)cc2CC1=O
    2 | -17 | -5 | 10
- C[C@@H]1CN([C@@H](C)CO)C(=O)c2cc(C#Cc3ccccn3)cnc2O[C@H]1CN(C)CC1CCOCC1
    31 | 74 | -6 | 0.2
- CN(C)CC(=O)N[C@@H]1CC[C@@H](CCNC(=O)Nc2ccc(F)cc2)O[C@@H]1CO
    -49 | 39 | nt | 0.9
- C[C@@H]1CN([C@@H](C)CO)C(=O)c2cc(C#CC3CCCC3)cnc2O[C@H]1CN(C)Cc1ccncc1
    -5 | 11 | -1 | 2.4
- CC(=O)Nc1ccc2c(c1)C(=O)N(C)[C@H]1CC[C@H](CC(=O)Nc3cccc(Cl)c3)O[C@@H]1CO2
    8 | 45 | -1 | 0.6
- Cc1ccc(S(=O)(=O)Nc2cccc3c2O[C@@H](CN(C)C(=O)Nc2ccc4c(c2)OCO4)[C@@H](C)CN([C@H](C)CO)C3=O)cc1
    -17 | 89 | -2 | 8.0
- C[C@H](CO)N1C[C@H](C)[C@H](CN(C)C(=O)C2CCCCC2)OCCCC[C@H](C)Oc2ccc(NC(=O)Nc3cccc4ccccc34)cc2C1=O
    24 | 121* | -10 | 14
- CCCNC(=O)N[C@@H]1CC[C@@H](CCn2cc(C3CCCCC3)nn2)O[C@@H]1CO
    2 | nt | -2 | -1.1
- Cc1noc(C)c1NC(=O)Nc1ccc2c(c1)CC(=O)N([C@H](C)CO)C[C@@H](C)[C@H](CN(C)Cc1ccc(C(=O)O)cc1)O2
    26 | -20 | 1 | 0.2
- N#C[C@H]1[C@H](c2ccccc2-c2ccc(F)cc2)[C@H](CO)N1C(=O)NC1CCCCC1
    -31 | nt | -7 | 0.5

Going on with the list.
| smiles | Pf Dd2 growth | Tcruzi prolif | C diff HTS | KDM4C inh |
| --- | --- | --- | --- | --- |
| COc1ccc(NC(=O)Nc2ccc3c(c2)C(=O)N([C@H](C)CO)C[C@@H](C)[C@H](CN(C)C(=O)Nc2ccc(C(F)(F)F)cc2)OCCCC[C@@H](C)O3)cc1 | -69 | 121 | -12 | -1.0 |
| CO[C@@H]1CN(C)C(=O)c2ccc(NC(=O)c3cccc(Oc4ccccc4)c3)cc2OC[C@@H](C)NC[C@H]1C | -72 | -76 | -11 | -3.6 |
| C[C@H](CO)N1C[C@H](C)[C@@H](CN(C)S(=O)(=O)c2ccccc2)Oc2ccc(NC(=O)C3CC3)cc2CC1=O | -3 | 57 | -2 | 0.5 |
| Cc1noc(C)c1NC(=O)Nc1cccc2c1O[C@@H](CN(C)S(=O)(=O)c1cccs1)[C@@H](C)CN([C@H](C)CO)C2=O | 21 | -34 | nt | -0.7 |
| COc1cccc(NC(=O)N2CC(=O)N3[C@H](CO)[C@@H](c4ccc(C5=CCCC5)cc4)[C@@H]3C2)c1 | -24 | nt | -3 | 2.1 |
| CC(C)NC(=O)N(C)C[C@H]1OCCCC[C@H](C)Oc2ccc(NC(=O)NC3CCCCC3)cc2C(=O)N([C@@H](C)CO)C[C@H]1C | -29 | 15 | -4 | -1.1 |
| CCCNC(=O)N1CC(=O)N2[C@H](CO)[C@H](c3ccc(-c4ccccc4)cc3)[C@@H]2C1 | 3 | nt | -4 | 4.8 |
| CCCC#Cc1ccc2c(c1)O[C@@H](CN(C)C(=O)Nc1ccccc1F)[C@@H](C)CN([C@H](C)CO)S2(=O)=O | -39 | nt | -10 | -1.7 |

Part of the list above, as labelled records:
structure: C[C@H](CO)N1C[C@H](C)[C@@H](CN(C)S(=O)(=O)c2ccccc2)Oc2ccc(NC(=O)C3CC3)cc2CC1=O
  Pf Dd2 growth = -3
  Tcruzi prolif = 57
  C diff HTS = -2
  KDM4C inh = 0.5

structure: Cc1noc(C)c1NC(=O)Nc1cccc2c1O[C@@H](CN(C)S(=O)(=O)c1cccs1)[C@@H](C)CN([C@H](C)CO)C2=O
  Pf Dd2 growth = 21
  Tcruzi prolif = -34
  C diff HTS = nt
  KDM4C inh = -0.7

structure: COc1cccc(NC(=O)N2CC(=O)N3[C@H](CO)[C@@H](c4ccc(C5=CCCC5)cc4)[C@@H]3C2)c1
  Pf Dd2 growth = -24
  Tcruzi prolif = nt
  C diff HTS = -3
  KDM4C inh = 2.1

structure: CC(C)NC(=O)N(C)C[C@H]1OCCCC[C@H](C)Oc2ccc(NC(=O)NC3CCCCC3)cc2C(=O)N([C@@H](C)CO)C[C@H]1C
  Pf Dd2 growth = -29
  Tcruzi prolif = 15
  C diff HTS = -4
  KDM4C inh = -1.1

(listing goes on)
| smiles | Pf Dd2 growth | Tcruzi prolif | C diff HTS | KDM4C inh |
| --- | --- | --- | --- | --- |
| C[C@@H]1CN([C@@H](C)CO)C(=O)c2cc(NC(=O)c3ccncc3)ccc2O[C@H]1CN(C)Cc1ccc(C(=O)O)cc1 | -6 | 37 | 1 | -1.5 |
| COc1ccc(S(=O)(=O)N2CCCCN3[C@H](CO)[C@@H](c4ccc(-c5cccnc5)cc4)[C@H]3C2)cc1 | -12 | 113* | -1 | 0.1 |
| C[C@@H]1CN([C@@H](C)CO)S(=O)(=O)c2ccc(C#CC3CC3)cc2O[C@H]1CN(C)C(=O)Nc1cc(F)ccc1F | -37 | 104* | nt | 0.4 |
| O=C(Nc1ccccc1F)N1C[C@H]2[C@@H](c3ccccc31)[C@H](CO)N2C(=O)c1ccccc1F | -8 | 49 | 4 | -2.1 |
| CCCN(C)C[C@@H]1Oc2cc(C#CCC(C)C)ccc2S(=O)(=O)N([C@@H](C)CO)C[C@H]1C | -69 | nt | 2 | -1.1 |
| C[C@H](CO)N1C[C@H](C)[C@H](CN(C)S(=O)(=O)c2cccs2)Oc2ccc(NC(=O)CCCCCC(=O)Nc3ccccc3N)cc2CC1=O | -69 | 14 | -7 | -1.8 |
| C[C@H](CO)N1C[C@H](C)[C@H](CN(C)C)Oc2ccc(NC(=O)CCC(F)(F)F)cc2C1=O | 16 | nt | 0 | 3.5 |
| COc1ccc2c3c(n(C)c2c1)[C@H](CO)N(C(=O)Nc1ccc(F)cc1)CC31CCN(S(=O)(=O)c2cccc(C)c2)CC1 | -74 | nt | -6 | 0.3 |
| CO[C@H]1CN(C)C(=O)c2ccc(NC(=O)C3CC3)cc2OC[C@H](C)N(C(=O)Cc2ccccn2)C[C@H]1C | -6 | 23 | nt | -0.3 |
| Cc1noc(C)c1NC(=O)Nc1ccc2c(c1)CC(=O)N([C@@H](C)CO)C[C@H](C)[C@@H](CN(C)Cc1ccc(-c3ccccc3)cc1)O2 | -8 | -44 | 11 | -2.7 |
| CN(C)c1ccc2c(c1)[C@H]1C[C@H](CC(=O)NCCN3CCCCC3)O[C@H](CO)[C@H]1O2 | 14 | -8 | -3 | 24 |
| CC(C)NC(=O)Nc1ccc2c(c1)C(=O)N([C@@H](C)CO)C[C@@H](C)[C@@H](CN(C)C(=O)Nc1ccccc1)OCCCC[C@@H](C)O2 | -42 | 42 | 2 | -1.3 |
| O=C(C[C@H]1CC[C@H]2[C@@H](COC[C@@H](O)CN2C(=O)c2ccccc2)O1)Nc1ccccc1 | 29 | nt | 0&-9 | -0.1 |
| COCC#Cc1cnc2c(c1)C(=O)N([C@H](C)CO)C[C@H](C)[C@@H](CN(C)C(=O)C1CC1)O2 | 29 | 51 | nt | -2.2 |
| C[C@H](CO)N1C[C@H](C)[C@@H](CN(C)C(=O)CN2CCOCC2)Oc2ncc(C#C[C@@H](C)O)cc2C1=O | 30 | 28 | 2 | -0.8 |
| C[C@@H]1CN([C@@H](C)CO)S(=O)(=O)c2ccc(C3=CCCC3)cc2O[C@H]1CN(C)C(=O)c1ccccn1 | 19 | 12 | -7 | -0.3 |
| Cc1ccc(S(=O)(=O)N2C[C@@H](O)COC[C@H]3O[C@H](CC(=O)N[C@@H]4CCN(Cc5ccccc5)C4)CC[C@@H]32)cc1 | -18 | 86 | nt | 1.4 |
